From PubChem
IDE cell inh = inhibitors of human insulin-degrading enzyme in cells; P14735; actives 0.41% (n = 320,000); AID 434962; HEK cells, FAbetaB cleavage, fluorescence polarization; inhibition, % at 5.59 µM;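 active means percent inhibition above the average of all tested compounds plus 3 SD, set per screening campaign, cut at about 16% in these data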;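 further: IDE supplied by intact live HEK cells; FP after avidin binding of uncleaved biotin substrate so inhibition keeps polarization high; 0% = DMSO wells and 100% = 60 µM reference IDE inhibitor Ii1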
PHOSPHO1 block = blocks human PHOSPHO1 phosphatase activity; Q8TCT1; recombinant PHOSPHO1, absorbance phosphatase assay; inhibition, % at 13.3 µM; actives 1.1% (n = 290,000); AID 1565; in the data active means inhibition above about 60%
Target sequence (Q8TCT1 whole entry, looked up): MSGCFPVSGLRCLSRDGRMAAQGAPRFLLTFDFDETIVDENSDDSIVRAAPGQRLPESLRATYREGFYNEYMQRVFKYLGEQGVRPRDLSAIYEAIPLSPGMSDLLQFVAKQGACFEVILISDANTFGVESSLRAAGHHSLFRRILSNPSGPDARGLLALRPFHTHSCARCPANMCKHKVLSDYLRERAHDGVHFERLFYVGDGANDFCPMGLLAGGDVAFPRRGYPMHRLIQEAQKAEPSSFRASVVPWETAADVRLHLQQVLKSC
GalR3 antagonist = human GalR3 antagonism; O60755; HEK293 GalR3-CNG cAMP membrane potential fluorescence; galR3 body fused to GalR1 C-terminus; inhibition, % at 3 µM; actives 0.44% (n = 360,000); AID 651719;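 active means inhibition above the screen-wide average plus 3 SD, cut at about 13% in these data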;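 further: forskolin and galanin both at EC90 stimulate the cells; cAMP rise reported by CNG channel membrane potential dye signal; 0% = forskolin plus galanin with DMSO and 100% = forskolin alone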
IDE cell activ = boosts human insulin-degrading enzyme activity in HEK cells | FAbeta-B cleavage, fluorescence polarization; 0% vehicle, 100% cell-free pure enzyme wells | actives 0.073% (n = 340,000) | P14735 | activation, % at 5.96 µM;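 active means activation above the mean of all tested compounds plus 3 SD, set per screening campaign, cut at about 17% in these data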
CRFBP-R2 agonist = CRF-BP/CRF-R2 complex agonism | HEK293 CRF-R2/CRF-BP, calcium dye fluorescence (FLIPR); percent of saturating CRF peptide response | actives 0.46% (n = 350,000) | activation, % at 13.2 µM;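 active means activation of at least 50%, plus an integration ratio under a set limit after plate pattern correction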;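 further: plate controls were neutral control wells without compound for no effect and CRF at EC100 for full effect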
CRFBP-R2 block = CRF-BP/CRF-R2 complex antagonism. HEK293 CRF-R2/CRF-BP, CRF-induced calcium fluorescence. inhibition, % at 11.8 µM. actives 0.59% (n = 350,000). AID 588475;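 active means inhibition of the ligand-induced calcium signal above about 50% at the single tested concentration, limit read from the data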
pCIP destab = compounds decreasing mouse p/CIP protein stability | Q05BA5 | F442A p/CIP-EGFP cells, EGFP fluorescence, 16 h | decrease of EGFP signal, % at 10 µM | actives 0.01% (n = 290,000) | AID 1984;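 active means EGFP signal decrease of at least 30% at 10 µM or well 3 SD below plate mean, unless failing retest; inactive means the rest, including hits failing retest or dose response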; further: some compounds called inactive have numbers as strong as hits; many of its hits are not listed in these tables
MEKK3 PB1 HTS = modulators (inhibitors or enhancers) of MEK5 binding to human MEKK3 PB1 domain. Q99759. bead-based flow cytometry, Alexa488-MEK5 binding to MEKK3; actives lie on both sides; 0 = blocked by unlabeled MEK5, 100 = vehicle. binding response (% of control), % at 10 µM. actives 1.4% (n = 290,000);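 active means binding response more than 3 SD above or below the average of its plate-row segment, actives on both sides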;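 further: Alexa488 bead fluorescence after subtracting the streptavidin-only scavenger bead signal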
Target sequence (Q99759 whole entry, looked up, the tested form may be a part): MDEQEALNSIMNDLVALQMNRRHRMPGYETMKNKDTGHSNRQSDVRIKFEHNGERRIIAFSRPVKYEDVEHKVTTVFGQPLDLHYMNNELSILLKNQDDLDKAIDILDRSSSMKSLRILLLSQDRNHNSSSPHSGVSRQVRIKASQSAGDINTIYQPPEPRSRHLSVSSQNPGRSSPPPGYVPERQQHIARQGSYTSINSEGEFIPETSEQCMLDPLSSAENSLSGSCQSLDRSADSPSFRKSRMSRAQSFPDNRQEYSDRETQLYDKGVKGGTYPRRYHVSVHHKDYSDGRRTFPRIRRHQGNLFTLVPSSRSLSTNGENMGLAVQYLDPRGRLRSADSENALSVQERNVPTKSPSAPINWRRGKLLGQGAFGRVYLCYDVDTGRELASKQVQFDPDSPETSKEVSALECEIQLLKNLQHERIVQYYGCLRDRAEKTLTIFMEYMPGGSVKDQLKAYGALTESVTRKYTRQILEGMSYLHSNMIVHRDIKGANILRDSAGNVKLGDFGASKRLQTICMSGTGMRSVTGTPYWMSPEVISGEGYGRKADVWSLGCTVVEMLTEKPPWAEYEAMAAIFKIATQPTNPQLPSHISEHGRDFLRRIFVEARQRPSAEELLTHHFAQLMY
CHRM4 PAM = potentiates acetylcholine response at human M4 receptor. activation, % at 3 µM. P08173. actives 0.4% (n = 360,000). CHO-K1 hM4/Gqi5, Fluo-8 calcium fluorescence, ACh EC20; 0% = ACh EC20, 100% = maximal ACh;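 active means activation above its plate's cutoff, the mean activation of sample wells plus 3 SD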; further: some results filed as inactive read as strong as hits
Starred values were filed as active, the others as inactive; . = not tested or not shown; [ ] = another dose, or the depositor's remark.

SMILES	IDE cell inh	PHOSPHO1 block	GalR3 antagonist	IDE cell activ	CRFBP-R2 agonist	CRFBP-R2 block	pCIP destab	MEKK3 PB1 HTS	CHRM4 PAM
C[C@H](CO)N1C[C@H](C)[C@@H](CN(C)S(=O)(=O)c2cn(C)cn2)Oc2ccc(NC(=O)Nc3ccccc3)cc2C1=O	-5.4	.	-1.9	-3.1	2.2	5.0	.	.	1.0
CN(C)c1ccc(N2C(=NC(=O)CC3CCCCC3)SC3CS(=O)(=O)CC32)cc1 (stereo unspecified)	-1.9	31.5	3.6	-6.3	1.2	-13.5	2.9	101.0	4.5
CN(Cc1ccccc1)C(=O)Cn1c(=O)oc2cc(S(=O)(=O)N3CCCC3)ccc21	-0.4	-7.3	-3.0	4.3	-0.2	-0.4	-6.5	117.0	1.4
O=C(NCc1cccs1)c1cc2c(s1)CS(=O)(=O)C2	-1.6	-47.0	-3.8	-0.8	8.3	17.1	0.6	97.0	10.7
O=C(Nc1ccc(Br)cc1)c1ccc(F)c(S(=O)(=O)N2CCN(c3ccccn3)CC2)c1	4.5	-9.7	-6.8	-6.0	3.3	-31.1	-2.2	103.0	-9.0
Cc1ccccc1CC(=O)Nc1cccc(S(=O)(=O)N2CCCC2)c1	3.7	.	-2.1	10.6	-0.2	-1.6	.	.	5.7
COC(=O)[C@@H]1C[C@]2(Br)c3ccccc3N(S(=O)(=O)c3ccccc3)[C@@H]2N1C(=O)OC	3.5	.	-3.3	0.6	1.0	-6.1	.	104.0	-1.4
CCOC(=O)CNC(=O)C(NC(=O)C1CCC(C)CC1)C(C)CC (stereo unspecified)	2.3	10.5	3.6	4.6	-3.7	22.1	-1.0	101.0	2.9
Cc1cccc(C)c1OCC(=O)Nc1ccccc1C(F)(F)F	3.7	43.7	-3.5	3.2	-3.0	-0.8	-10.2	98.0	-12.2
O=C(O)C1Nc2c(C(=O)N3CCOCC3)cccc2C2C=CCC12 (stereo unspecified)	-0.8	62.7*	.	1.3	12.1	-28.8	-0.5	97.0	-0.2
C=CCc1ccccc1OCCn1nnc2ccccc21	2.5	-2.6	-11.4	5.0	-2.0	4.4	12.5	106.0	-0.3
CC12CCC(=O)N1C(C(=O)OCc1c(Cl)cccc1Cl)CS2 (stereo unspecified)	-3.4	23.9	-3.3	-2.1	0.6	-1.2	-0.4	103.0	-6.2
Cc1ccccc1CSc1nc(-c2ccccc2)cc(=O)[nH]1	-0.3	-11.4	0.6	-1.6	-2.9	17.6	-6.0	98.0	2.1
CCCNC(=O)Cn1nc([N+](=O)[O-])c([N+](=O)[O-])c1C	-4.1	-14.7	-1.1	3.9	0.6	0.9	-13.4	60.0*[inhibitor]	-0.7
CN(C)C(=O)CSc1nnc(-c2cc(-c3cccs3)nc3ccccc23)o1	1.9	-43.5	-2.3	6.0	0.4	-16.4	-40.8	104.0	8.0
COc1ccc(Cn2cnc3c4cc(F)ccc4n(C)c3c2=O)cc1	9.4	40.9	1.8	.	1.1	-9.9	-13.0	99.0	-2.1
O=c1c(C(c2ccccc2)c2c(O)sc3ccccc3c2=O)c(O)sc2ccccc12	-8.0	7.1	0.2	4.7	-3.2	26.9	-11.0	95.0	-0.8
CCN(c1ccc(NC(=O)CSc2ccc3c(c2)OCCO3)cc1)C(C)C	5.0	.	-3.5	7.5	-5.2	0.4	.	.	-10.5
CCOc1ccccc1N1CC(C(=O)Nc2ccc(S(=O)(=O)N3CCCCC3)cc2)CC1=O (stereo unspecified)	-1.4	.	-2.9	0.5	-0.3	1.1	.	.	3.3
COc1nc2ccccc2nc1OC	0.3	19.8	-6.2	7.2	0.1	4.2	3.9	105.0	2.4
CCC(C)(C)NC(=O)COc1ccc(C(=O)c2ccccc2)cc1	5.8	24.9	-5.0	3.3	3.0	19.6	-6.2	88.0	-6.5
CN(CC(=O)Nc1ccc(Cl)c(C(F)(F)F)c1)C(=O)C1CCN(C(=O)c2ccc(Cl)cc2)CC1	.	.	-6.5	2.6	-0.2	-10.6	.	.	4.7
O=C(OCC1OC(n2cc(Br)c(=O)[nH]c2=O)C(Br)C1O)c1ccccc1 (stereo unspecified)	1.8	18.5	-7.8	0.7	0.7	30.1	4.0	104.0	-2.3
O=C(NC(=S)NC1CCCC1)c1ccccc1Br	9.0	-1.0	1.0	0.7	-1.3	-42.8	2.9	88.0	-4.3
COC(=O)c1sccc1NC(=O)c1ccc(C#N)cc1	-2.3	32.7	.	1.7	-1.2	-8.1	1.5	102.0	-4.1
More entries follow.
SMILES	IDE cell inh	PHOSPHO1 block	GalR3 antagonist	IDE cell activ	CRFBP-R2 agonist	CRFBP-R2 block	pCIP destab	MEKK3 PB1 HTS	CHRM4 PAM
Cc1ccc(-c2nnc3ccc(SCC(=O)NCc4ccco4)nn23)cc1	-2.8	23.4	10.7	8.2	-2.5	6.7	9.3	98.0	6.8
COc1ccccc1C(=O)N/C(=C/c1ccco1)C(=O)Nc1cccc(C(=O)O)c1	5.0	2.2	-7.0	-2.4	1.6	0.6	-10.6	108.0	4.8
O=C(O)c1ccc(CNS(=O)(=O)c2ccc3ccccc3c2)cc1	-2.1	31.0	1.8	6.5	-0.5	5.5	-18.1	108.0	-0.9
CCOC(=O)c1ccc(-n2ccnc2)c(NC(=O)c2ccc(C(C)(C)C)cc2)c1	11.2	-6.7	-0.2	-5.5	-0.5	10.0	-0.5	94.0	-18.4
CC1(O)CC(c2ccc(Cl)cc2)=NN1C(=O)c1ccc(Cl)cc1 (stereo unspecified)	3.1	20.1	-7.0	5.7	10.4	6.9	-3.8	97.0	-4.3
Cc1nn(CC(=O)N/N=C/c2cccs2)c(C)c1[N+](=O)[O-]	0.5	11.9	-1.2	1.3	0.3	3.0	-9.1	99.0	0.7
CCCCCCC1CC(C)(C(=O)CNc2nncs2)OC1=O (stereo unspecified)	2.0	-7.1	-3.9	2.4	0.7	5.4	-5.9	96.0	1.2
CCOc1ccc(Nc2oc(-c3cccs3)nc2C#N)cc1	-3.4	16.5	-10.1	4.7	15.6	-40.6	-27.7	92.0	4.7
Cc1ccc(/C=N/NC(=O)Cc2cccs2)o1	-0.2	3.1	-4.9	1.4	-0.7	21.1	-12.5	103.0	-2.8
C#CCOc1c(Cl)cc(/C=N/O)cc1OC	-0.4	-4.4	-4.1	8.9	0.9	-3.2	3.5	100.0	0.8
CC(=O)N(Cc1cc(=O)[nH]c2ccccc12)c1ccccc1C	4.2	42.0	-9.8	-0.9	-0.5	-10.7	-4.0	109.0	-1.5
N=c1c(C(=O)NCc2ccco2)cc2c(=O)n3ccccc3nc2n1CC1CCCO1 (stereo unspecified)	2.0	.	-2.7	4.7	20.3	20.8	.	96.0	0.8
C/C(=N\NC(=O)c1ccc(N(C)C)cc1)c1cccnc1	-1.4	22.6	0.8	2.6	-0.3	0.8	-10.4	100.0	1.2
CCOC(=O)CSc1nc2sc(C)c(C)c2c(=O)[nH]1	-2.3	-29.1	-4.5	0.4	2.4	26.8	-17.9	99.0	3.1
NS(=O)(=O)c1ccc(N2CCCC2=O)c([N+](=O)[O-])c1	4.2	3.4	-3.5	-0.7	-1.3	38.2	-3.8	94.0	13.3
CCOc1ccc(C2N(c3ccc(F)cc3)C(=O)C3CCCN32)cc1 (stereo unspecified)	3.6	-6.6	3.3	3.7	0.3	11.0	-3.4	88.0	4.0
Nc1cnc(Br)cc1Br	2.7	4.7	2.3	1.0	-1.4	-0.7	2.8	92.0	7.1
CCN(CC(O)COc1ccc(OCC(O)CN(CC)C2CCCCC2)cc1)C1CCCCC1 (stereo unspecified)	-0.8	.	0.8	2.5	36.6	-12.2	.	109.0	-8.8
CCOc1ccccc1OCCCC(=O)N1CCN(S(=O)(=O)c2ccccc2C#N)CC1	.	.	-5.1	.	0.5	-11.3	.	.	0.5
COc1ccc(CNC(=O)CCS(=O)(=O)c2ccc(Br)cc2)cc1	5.2	3.9	-8.5	1.3	2.6	-20.6	9.9	100.0	-0.6
CCCN(C(=O)CSCc1ccccc1C)c1c(N)n(Cc2ccccc2)c(=O)[nH]c1=O	10.1	.	-2.8	3.6	-0.2	13.6	.	.	17.4
Cc1ccc([C@H]2C[C@@H](n3cc(C4CC4)nn3)[C@H](O)CN2Cc2cccs2)cc1	.	.	-6.9	.	1.6	-8.4	.	.	1.8
Cc1cc(C)n(-c2nc(NC(C)C)nc(NC(C)C)n2)n1	5.5	45.9	-5.4	1.2	-0.7	-5.0	-11.2	105.0	3.9
COc1ccccc1/C=C(\NC(=O)c1ccc(OC)c(OC)c1)C(=O)Nc1cc([N+](=O)[O-])ccc1C	1.7	-12.5	3.8	3.5	0.7	0.2	2.0	86.0	2.8
CCOC(=O)c1nc(Nc2ccccc2)c2ccccc2n1	4.0	-1.2	-3.8	-2.1	5.0	-1.1	-1.0	107.0	1.9

By substructure, the entries above with a CF3 group.
SMILES	IDE cell inh	PHOSPHO1 block	GalR3 antagonist	IDE cell activ	CRFBP-R2 agonist	CRFBP-R2 block	pCIP destab	MEKK3 PB1 HTS	CHRM4 PAM
Cc1cccc(C)c1OCC(=O)Nc1ccccc1C(F)(F)F	3.7	43.7	-3.5	3.2	-3.0	-0.8	-10.2	98.0	-12.2
CN(CC(=O)Nc1ccc(Cl)c(C(F)(F)F)c1)C(=O)C1CCN(C(=O)c2ccc(Cl)cc2)CC1	.	.	-6.5	2.6	-0.2	-10.6	.	.	4.7

Further records.
SMILES	IDE cell inh	PHOSPHO1 block	GalR3 antagonist	IDE cell activ	CRFBP-R2 agonist	CRFBP-R2 block	pCIP destab	MEKK3 PB1 HTS	CHRM4 PAM
O=C(COc1ccccc1)c1cn(CC(=O)N2CCCC2)c2ccccc12	-3.1	47.1	-4.2	5.7	0.5	0.8	3.6	100.0	-6.8
Cc1cc(SCC(=O)N2CCCC2=O)nc2c(C)cccc12	7.8	.	-4.9	-0.9	0.5	2.7	.	.	4.2
CCOc1ccc(S(=O)(=O)NCCC(=O)Nc2ncccc2C)cc1	1.8	.	-1.1	-1.2	-3.0	9.8	-4.9	104.0	-3.4
CCOC(=O)C1=C(SCC)c2cc3c(n2C1=O)CCCC3	1.5	-1.2	-1.9	-3.1	-3.2	21.4	-2.2	111.0	-2.6
CC(C)CCNC(=O)C1CC(c2ccc(C(F)(F)F)cc2)=NO1 (stereo unspecified)	-0.6	-13.1	0.5	1.9	-0.5	-5.9	2.5	92.0	4.8
Cc1cc(C)n(CCC(=O)N2CCCC(Nc3ccc(F)cc3)C2)n1 (stereo unspecified)	2.8	14.7	-1.0	-4.5	-0.4	1.6	-13.1	102.0	-3.6
CC1CN(C(=O)/C(=C/c2ccco2)NC(=O)c2ccccc2)CC(C)O1 (stereo unspecified)	-2.1	46.2	-8.7	-0.4	0.1	-13.2	-8.2	103.0	-0.1
COc1ccc(C(=O)Nc2ccc(S(=O)(=O)Nc3onc(C)c3C)cc2)cc1OC	-2.8	27.4	-0.1	-2.8	3.5	-4.1	-4.5	103.0	31.2*
Fc1ccc(-n2nnc(-c3nccs3)n2)cc1	-2.4	30.4	-3.4	3.9	-3.5	-1.1	-10.0	96.0	2.2
Cc1ccc(NC(=O)CN2CCCN(S(=O)(=O)c3ccc(Br)s3)CC2)cc1	0.5	3.2	.	3.7	-0.2	7.4	-7.4	100.0	-14.6
COc1ccc(CN2C(=O)C(CC(=O)NCC3CCCCC3)CC(C(=O)N(C(C)C)C(C)C)=C2C)cc1 (stereo unspecified)	.	.	0.0	.	-0.3	35.9	.	.	2.0
COCCSc1nnc(NC(=O)COc2ccc3c(c2)OCO3)s1	2.3	11.0	-6.5	0.6	-1.3	-9.8	1.9	104.0	5.5
Cc1nc(Cl)sc1C(=O)Nc1ccc(C(F)(F)F)cc1	7.4	23.5	-11.9	-1.4	0.2	-0.4	-2.2	107.0	-15.8

Rows were taken by chance; overall some 4.2% were active at least once.
